Screens: PubChem, Sanford-Burnham Center for Chemical Genomics
TAG inh = reduces triacylglycerol accumulation in H9c2 cells | 0.66% of 230,000 active | Nile Red lipid (TAG) fluorescence; cells loaded with 200 µM oleic acid | inhibition, % at 12.5 µM;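 active means pattern-corrected inhibition of lipid staining of at least 50% with the nuclear-stain viability signal not falling by more than 50%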;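 further: 0% = DMSO wells and 100% = triacsin C control wells; some results filed as inactive read as strong as hits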
TAG inh DAPI viability = second read-out of TAG inh, no call of its own (marks repeat the call); DAPI nuclei signal change (viability), lower = more cytotoxic, %;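 whole-well DAPI fluorescence read on a plate reader as a viability signal; minus 50 percent equals half of cells still viable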
Starred values were filed as active, the others as inactive. Not all compounds are listed; rates above refer to the full screens.

canonical_smiles | TAG inh | TAG inh DAPI viability
c1ccc(-c2onc3cc4c(cc23)OCCO4)cc1 | -7 | 2
O=C(CSc1nc(=O)n(CCN2CCOCC2)c2c1CCCC2)Nc1ccc([N+](=O)[O-])cc1 | 9 | -11
CCCC1=C(C(=O)OCC)C(c2cccnc2)n2nc(C)nc2N1 (stereo unspecified) | -4 | 1
CC(=O)Oc1ccc(C(=O)Nc2cccc3c2CCCC3)cc1 | 0 | 13
CC(=O)Nc1ccc(S(=O)(=O)N2CCN(S(=O)(=O)c3cccs3)CC2)cc1 | -1 | 7
CCN(Cc1ccncc1)C(=S)NCc1ccccc1 | -7 | 6
O=C(Nc1ccc(Cl)c(Cl)c1)Oc1ccc(NC(=O)c2ccco2)cc1 | -110 | 21
Cc1nnc(SCc2ccc(Cl)cc2)nc1/C=C/N(C)C | 10 | -8
COc1ccccc1-n1ccn(CC(=O)Nc2ccc(C)cc2Cl)c(=O)c1=O | 1 | -7
CC(=O)C1=C(C)NC(=O)NC1c1cc(Br)ccc1OCC(N)=O (stereo unspecified) | 22 | -5
CCn1ncc(Br)c1C(=O)Nc1ccc(C(=O)OC(C)C)cc1 | 15 | 1
CCn1c(/C=C/c2cc(Br)ccc2O)nc2ccccc2c1=O | 2 | -6
CC1=Nc2ccc3ccccc3c2C1(C)C | -47 | 38
Cc1ccc(CNc2ccc(N3CCOCC3)c(Cl)c2)cc1 | -5 | -4
CCOc1ccc(NC(=O)CN2C(=O)/C(=C3\SC(=S)N(C4CCS(=O)(=O)C4)C3=O)c3ccccc32)cc1 (stereo unspecified) | 19 | -2
CCCCCC(=O)NCc1c(C(F)(F)F)nn(C)c1N1CCOCC1 | 4 | 3
CCCNC(=O)C1(C)CCN(C(=O)c2ccc3snnc3c2)C1 (stereo unspecified) | 7 | -1
CC(C)c1ccc(NC2CCCN(C(=O)c3cscn3)C2)cc1 (stereo unspecified) | -7 | 2
COc1ccc2cc(CCNC(=O)c3c(-c4ccccc4Cl)noc3C)c(=O)[nH]c2c1 | 15 | -18
Cc1cc(=O)[nH]c(SCC(=O)Nc2ccccc2C)n1 | 6 | 8
CC(=O)OC[C@@H]1CN(Cc2ccccc2)C[C@H](n2cnc3c(Nc4ccccc4)ncnc32)O1 | 18 | -7
Cc1nc2c(nnn2Cc2ccccc2)c(=O)[nH]1 | 4 | 11
CCCNc1ncnc2nc[nH]c12 | -1 | -7
C[C@@H]1CNC(=O)c2c(C(=O)Nc3cccc(Cl)c3)ncn21 | -2 | 22
COC(=O)c1cccc(NC(=O)c2cccs2)c1C | 0 | -2

Of the compounds above, these contain an aryl methoxy group:
canonical_smiles | TAG inh | TAG inh DAPI viability
COc1ccccc1-n1ccn(CC(=O)Nc2ccc(C)cc2Cl)c(=O)c1=O | 1 | -7
COc1ccc2cc(CCNC(=O)c3c(-c4ccccc4Cl)noc3C)c(=O)[nH]c2c1 | 15 | -18

The results go on.
canonical_smiles | TAG inh | TAG inh DAPI viability
CC(C)(C)[C@H]1C=C(C(=O)Nc2ccccc2)O[C@@H](OCc2ccc(CO)cc2)C1 | -25 | -1
O=C1CC(Sc2cccs2)C(=O)N1c1ccccc1 (stereo unspecified) | 2 | -9
Cc1ccc(N(CC(=O)NC2CCCCCC2)S(=O)(=O)c2c(C)nn(C)c2C)cc1 | 17 | -8
O=C(NCC(c1cccs1)N1CCOCC1)c1ccc(OCc2ccccc2)cc1 (stereo unspecified) | -18 | 3
O=C(NCc1ccccc1Cl)c1csc([C@@H]2C[C@H](O)[C@@H](CO)O2)n1 | 4 | -7
COc1cc(C(=O)Nc2nnc(SC)s2)c([N+](=O)[O-])cc1OC | 1 | -11
O=C(NCCC1=CCCCC1)c1cc(S(=O)(=O)N2CCOCC2)ccc1Cl | -2 | 0
COC(=O)CSc1nnc(NC(=O)c2ccc3c(c2)OCO3)s1 | 19 | -7
COc1cc(OC)c2c(-c3cccc(-c4cccc(N)c4)c3)cc(=O)oc2c1 | 26 | -36
O=C(CSc1nncs1)NCCNC(=O)CSc1nncs1 | 2 | -7
O=C(Nc1nc2c(s1)CCCC2)C1CCCN1C(=O)c1cccs1 (stereo unspecified) | 25 | -3
Clc1ccc(-c2noc(CN(Cc3ccccn3)CC3CCCO3)n2)cc1 (stereo unspecified) | -5 | -5
O=C(CCCN1C(=O)c2ccccc2C1=O)N1CCOCC1 | -3 | 0
Cc1ccc(S(=O)(=O)N2CCC(=O)N(CCOC(=O)Nc3ccc(C)c(C)c3)CC2)cc1 | 6 | -7
COc1cccc(/C=N/NC(=O)c2ccc(COc3ccc(Cl)cc3Cl)o2)c1 | -7 | 11
CCCCCC1CCC(C(=O)N2CCOCC2)CC1 (stereo unspecified) | 13 | -6
Cc1ccc(-n2nnnc2SCC(=O)NCC2(N3CCCCC3)CCCCC2)c(C)c1 | 16 | -2
Cc1ccccc1OC(=O)Cn1c(C(F)(F)F)nc2ccccc21 | 3 | -5
O=C(NCc1ccccc1)NC1(C(=O)N2CCN(c3ncccn3)CC2)CCCCC1 | 13 | -15
O=P(OC1CCCCC1)(OC1CCCCC1)C(Nc1ccccc1)c1cccnc1 (stereo unspecified) | 7 | 3
CCOC(=O)c1ccc(C(=O)OCC)nc1 | 19 | -10
CSc1nc2c(c(=O)[nH]1)C(c1cccs1)C1=C(CCCC1=O)N2 (stereo unspecified) | -9 | 7
Cc1cc(C)n2nc(SCC(=O)N(C)c3c(N)n(Cc4ccccc4)c(=O)[nH]c3=O)nc2n1 | 2 | 1
Cc1nc(C(C)N(C)Cc2nc(Cc3ccccc3F)no2)c(C)s1 (stereo unspecified) | -13 | 1
CCN(CC(=O)Nc1c(F)cccc1F)C(=O)C1CC(=O)N(CCc2ccccc2)C1 (stereo unspecified) | 5 | 5

Complete entries, looked up by structure. Order of values: TAG inh	TAG inh DAPI viability
O=C(CSc1nncs1)NCCNC(=O)CSc1nncs1 as listed: 2	-7
O=P(OC1CCCCC1)(OC1CCCCC1)C(Nc1ccccc1)c1cccnc1 (stereo unspecified) as listed: 7	3
O=C1CC(Sc2cccs2)C(=O)N1c1ccccc1 (stereo unspecified) as listed: 2	-9

Continued:
canonical_smiles | TAG inh | TAG inh DAPI viability
COc1cc(CNC(C)(C)C)cc(Br)c1OCc1cccs1 | 8 | 26
O=C(NCc1ccccn1)c1ccc(N2CCCC2=O)cc1 | -18 | -5
CCN1CCN(c2cc(C)c3cc(NC(=O)c4cc(OC)cc(OC)c4)ccc3n2)CC1 | 12 | 21
C=CCc1c(O)nc(SCC(=O)c2ccccc2)[nH]c1=O | 1 | 10
CC1CCN(C(=O)CN(C2CCCCC2)S(C)(=O)=O)CC1 | -39 | 17
COC(=O)C1CCN(C(=O)COC(=O)c2cc([N+](=O)[O-])ccc2N2CCOCC2)CC1 | 15 | -2
O=C(O)CCCNC(=O)/C(=C\c1ccccc1F)NC(=O)c1ccccc1 | 7 | -8
CC(C)C[C@H](NC(=O)c1nc[nH]c1C(=O)N1CCN(c2ccccc2)CC1)C(=O)OCc1ccccc1 | 7 | -3
CCN(CC(=O)Nc1ccc(S(=O)(=O)N2CCCC2)cc1)CC(=O)Nc1cccc(OC)c1 | -14 | -6
O=C(O)c1cc2c(N3CCC(Cc4ccccc4)CC3)ncnc2s1 | -8 | -2
CCCCN(Cc1ccccc1)C(=O)c1cnc2n(c1=O)CCS2 | -4 | -2
O=C(c1cc(-c2ccncc2)nc2ccccc12)N1CCCC(C(F)(F)F)C1 (stereo unspecified) | 9 | 2
Cc1nn(C2CCS(=O)(=O)C2)c2nc(C3CC3)cc(C(=O)Nc3ccc(C(N)=O)cc3)c12 (stereo unspecified) | 6 | 1
COc1ccc(CNC(=O)CN(C)S(=O)(=O)c2ccccc2)cc1 | -5 | 8
O=C(c1ccccc1)c1c[nH]c(C(=O)NCc2cccnc2)c1 | 2 | 1
CC(=O)N1CCN(C(=O)COc2ccc(Br)cc2)CC1 | 1 | -1
COc1ccc(CC(=O)OCC(=O)Nc2c(C)n(C)n(-c3ccccc3)c2=O)cc1OC | -5 | -4
CCOc1ccc(-c2nn(-c3ccccc3)cc2/C=C(\C#N)S(=O)(=O)c2ccccc2)cc1C | -38 | 0
COC(=O)C1=CN(c2ccc(OC)cc2)C=C(C(=O)OC)C1c1ccc(C)c([N+](=O)[O-])c1 | -6 | -3
CCOc1ccccc1OCCCC(=O)Nc1cc(S(=O)(=O)N2CCOCC2)ccc1OC | 9 | -4
CCOc1ccc(C(=O)Nc2ccccc2OC(F)F)cc1 | 4 | -8
CCOc1ccccc1C(=O)NCC(=O)NCC(C)(C)N1CCOCC1 | -9 | 2
Nc1cc(=O)[nH]c(SCCNS(=O)(=O)c2ccccc2)n1 | -1 | 13
CC(C)Oc1ccc(CN2CCC2(C)C(=O)Nc2ccc(Cl)c(Cl)c2)cc1 (stereo unspecified) | -17 | 2
CCCN(S(=O)(=O)c1ccc(OCC)cc1)S(=O)(=O)c1cccs1 | 13 | 0

A few values from the list.
O=C(O)CCCNC(=O)/C(=C\c1ccccc1F)NC(=O)c1ccccc1 @ TAG inh: 7
CCCN(S(=O)(=O)c1ccc(OCC)cc1)S(=O)(=O)c1cccs1 @ TAG inh DAPI viability: 0
COc1cc(CNC(C)(C)C)cc(Br)c1OCc1cccs1 @ TAG inh DAPI viability: 26
CCN(CC(=O)Nc1ccc(S(=O)(=O)N2CCCC2)cc1)CC(=O)Nc1cccc(OC)c1 @ TAG inh: -14
COC(=O)C1=CN(c2ccc(OC)cc2)C=C(C(=O)OC)C1c1ccc(C)c([N+](=O)[O-])c1 @ TAG inh DAPI viability: -3
CCOc1ccc(C(=O)Nc2ccccc2OC(F)F)cc1 @ TAG inh DAPI viability: -8

Next part
canonical_smiles | TAG inh | TAG inh DAPI viability
O=C(CSc1nc2ccccc2[nH]1)NCCN1CCCCC1 | 4 | -6
CCOC(=O)c1ccc(NC(=O)CC2SC3=NCCN3C2=O)cc1 (stereo unspecified) | 1 | 7
O=C(c1ccco1)N1N=C2CCCCCC2C1(O)C(F)(F)F (stereo unspecified) | -3 | 8
O=C(Cn1cc([N+](=O)[O-])ccc1=O)N1CCCc2ccccc21 | 13 | -3
Cc1cccc(NC(=S)NNC(=S)NC2CCCCC2)c1C | 12 | -3
Cc1ccc([C@@H]2[C@@H]3C(=O)N(c4ccccc4)C(=O)[C@@H]3[C@]3(C)C(=O)N(Cc4ccccn4)CC(=O)N23)o1 | 4 | -3
CCN(Cc1cccs1)C(=O)CN1C(=O)NC2(CCCc3ccccc32)C1=O (stereo unspecified) | 36 | 0
Cn1cc(S(=O)(=O)NCc2ccc3c(c2)OCO3)c(C(F)(F)F)n1 | -3 | 4
Cc1cc(NC(=O)c2cc([N+](=O)[O-])cc([N+](=O)[O-])c2C)no1 | -11 | 4
O=C(COC(=O)c1ncc(Cl)c(Cl)c1Cl)Nc1cccnc1Cl | 2 | -22
O=C(CCc1nnc(CCCc2ccccc2)o1)N1CCCCCC1 | -18 | 7
CC1=C(C(=O)NC(C)c2ccccc2)C2(CCC(C)CC2)OC1=O (stereo unspecified) | 0 | -2
O=C(COc1ccc(/C=N/NS(=O)(=O)c2ccccc2)cc1)NCc1ccccc1 | -7 | 6
O=C(NCc1ccccc1)c1nc(-c2cccs2)no1 | -6 | -5
COc1cc2c3nnc(-c4ccc(F)cc4)c-3cn(Cc3ccc(C)cc3)c2cc1OC | -375 | 165
COc1nc(Nc2cccc(C(F)(F)F)c2)nc(OC)n1 | 12 | -5
Cc1nnc(N2C(=O)C(O)=C(C(=O)c3ccco3)C2c2cccc([N+](=O)[O-])c2)s1 (stereo unspecified) | -1 | -3
COc1cc2c(cc1NC(=O)c1cccc([N+](=O)[O-])c1)oc1ccccc12 | 22 | -29
Cc1ccc(N(C)S(=O)(=O)c2cccc(C(=O)NCC(c3cccs3)N3CCOCC3)c2)cc1 (stereo unspecified) | -14 | -8
O=C(COC(=O)c1ccc(S(=O)(=O)Nc2ccccc2)cc1)NCCN1C(=O)CSC1=O | -30 | -1
Cc1ccc(C(=O)Nc2cccc(C(=O)NCc3ccco3)c2)cc1 | 17 | -1
O=C(CSc1cccc2cccnc12)N/N=C/c1ccc(F)cc1 | 14 | 0
CC(C)(C)N(Cc1ccccc1)C(=O)c1ccc(Cl)cc1[N+](=O)[O-] | -4 | 5
CCC(C)C(N)C1=NC(C(=O)N[C@@H](CC(C)C)C(=O)N[C@H](CCC(=O)O)C(=O)N[C@H](C(=O)N[C@H]2CCCCNC(=O)[C@H](CC(N)=O)NC(=O)[C@@H](CC(=O)O)NC(=O)[C@H](Cc3cnc[nH]3)NC(=O)[C@@H](Cc3ccccc3)NC(=O)[C@H]([C@@H](C)CC)NC(=O)[C@@H](CCCN)NC2=O)[C@@H](C)CC)CS1 (stereo partly specified) | 7 | 7
COc1ccc(Cl)cc1NC(=O)C/C(C)=N/NC(=O)Cc1ccccc1 | 12 | -13
CCOC(=O)COc1cccc(C2NC(=O)c3ccccc3O2)c1 (stereo unspecified) | 3 | -2
O=c1cc[nH]c2cc(Cl)ccc12 | -14 | 9
CCc1ccc(OCC(=O)N2CCN(c3ccccn3)CC2)c(Br)c1 | -1 | 2
O=C1CC(c2ccco2)CC(O)=C1C=NCCN1CCN(C(=S)Nc2ccccc2)CC1 (stereo unspecified) | 2 | 3
Cc1ccccc1C(=O)NC1CCN(Cc2nnnn2Cc2ccc(F)cc2)CC1 | -8 | 5
N/C(=N\c1nc2c(c(=O)[nH]1)CCCC2)Nc1ccccc1 | -8 | 3
CCC(=O)c1ccc(OCC(=O)N2CCN(c3ncccn3)CC2)cc1 | 0 | 0
CC(C#N)(NC(=O)COC(=O)c1ccccc1NCCO)C1CC1 (stereo unspecified) | 6 | -1
Cc1ccc(NC(=O)Cn2nc(C)c(S(=O)(=O)N(C)C)c2C)cc1 | 1 | -4
CC(OC(=O)c1n[nH]c2ccccc12)C(=O)Nc1ccccc1[N+](=O)[O-] (stereo unspecified) | 28 | -7
NS(=O)(=O)c1ccc(CCNC(=O)/C=C/c2ccc([N+](=O)[O-])cc2)cc1 | -12 | 11
CCc1nc2ccc(C(=O)N(CC)CCN(C)C)cn2c1N(C=O)CCC(C)C | 12 | 1
CCc1cc2c(=O)c(-c3cnn(-c4ccccc4)c3)coc2c(CN2CCOCC2)c1O | 29 | 50
Cc1cc(C)cc(OCc2nnc(SCC(=O)Nc3ccccc3)o2)c1 | 8 | -1
